GSTO1 counter: GSTO1 inhibition, counter-screen for RBBP9 inhibitors; P78417; hit rate 1.1% among 300,000; AID 1974; inhibition, % at 5.96 µM; recombinant GSTO1, activity-based probe fluorescence polarization;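 active = inhibition above the campaign mean inhibition plus 3 SD, cut at about 35% in these data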;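 also: 0% = GSTO1-1 with DMSO and 100% = wells lacking GSTO1-1 enzyme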
Target sequence (P78417 whole entry, looked up): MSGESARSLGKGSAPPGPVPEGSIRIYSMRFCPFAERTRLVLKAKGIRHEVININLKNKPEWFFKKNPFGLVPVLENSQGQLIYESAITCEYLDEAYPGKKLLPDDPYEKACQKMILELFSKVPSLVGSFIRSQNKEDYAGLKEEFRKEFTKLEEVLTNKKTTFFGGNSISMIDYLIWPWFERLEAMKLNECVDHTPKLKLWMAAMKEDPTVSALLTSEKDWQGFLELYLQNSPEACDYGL
Bcl-xL primary: inhibitors of human Bcl-xL. Q07817. GST-Bcl-xL / FITC-Bim BH3 peptide fluorescence polarization. inhibition, % at 10.9 µM. hit rate 0.7% among 320,000;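 active = inhibition above the mean of all tested compounds plus 3 SD, cutoff set per campaign, cut at about 30% in these data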;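 also: 0% = DMSO wells and 100% = unlabeled Bim-BH3 peptide competitor; inhibitors lower millipolarization by displacing the labeled peptide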
Target sequence (Q07817 whole entry, looked up): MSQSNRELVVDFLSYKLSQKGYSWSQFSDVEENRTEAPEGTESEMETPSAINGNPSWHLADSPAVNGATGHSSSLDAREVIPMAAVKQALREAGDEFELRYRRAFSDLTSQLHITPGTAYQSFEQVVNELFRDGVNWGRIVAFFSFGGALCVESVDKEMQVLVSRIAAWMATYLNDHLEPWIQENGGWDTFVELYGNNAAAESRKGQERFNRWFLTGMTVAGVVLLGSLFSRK
MEX-5 binding: C. elegans MEX-5 TCR-2 RNA binding activity | MEX-5/FITC-TCR2 RNA binding, fluorescence polarization; stronger effect = lower value | AID 1832 | hit rate 0.38% among 300,000 | activity score (negative = inhibition of binding), % at 10 µM | Q9XUB2;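 active = inhibition past about -25% in most replicates, and total fluorescence under double the plate's negative control median, limit read from the data; inconclusive = replicates evenly split on the limit, or fluorescence at least double controls; inactive = too little inhibition in most replicates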;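 also: 0% = DMSO and -100% = 5 µM competing unlabeled TCR2 RNA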
MCL1-BIM inh: MCL1-BIM-BH3 interaction inhibition (human); inhibition, % at 10.9 µM; hit rate 0.68% among 320,000; GST-MCL1 / FITC-Bim-BH3 fluorescence polarization;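 active = inhibition above the mean inhibition of all tested compounds plus 3 SD, set per campaign, cut at about 40% in these data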;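 also: 0% = DMSO wells and 100% = unlabeled Bim-BH3 peptide control; higher means more loss of mP so more displacement of Bim peptide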
PAD4 FP inh: PAD4 (human) enzyme inhibition | Q9UM07 | recombinant PAD4, RCA probe fluorescence polarization | inhibition, % at 6.36 µM | hit rate 0.41% among 330,000;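 active = percent inhibition above a cutoff equal to the mean of all tested compounds plus 3 SD, cut at about 15% in these data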;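 also: 0% = PAD4 with RCA probe and DMSO and 100% = probe without PAD4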
Fam108B counter: Fam108B inhibition, counter-screen for RBBP9 inhibitors | AID 1947 | recombinant Fam108B, FP-Rh probe fluorescence polarization | hit rate 0.33% among 300,000 | inhibition, % at 9.51 µM;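 active = inhibition above the screen mean inhibition plus 3 SD, computed separately per campaign, cut at about 18% in these data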;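 also: inhibitors lower polarization as less probe binds the enzyme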
GLD-1 TGE inh: GLD-1-TGE RNA interaction inhibition (C. elegans); purified GLD-1 + fluorescein TGE RNA, fluorescence polarization; inhibition, % at 5.96 µM; hit rate 0.44% among 320,000; AID 2280;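 active = percent inhibition above a per-plate cutoff, the plate mean of test compounds plus 3 SD, cut at about 30% in these data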;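 also: 0% = DMSO wells with GLD-1 and probe and 100% = wells lacking GLD-1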
Target sequence (Q17339 whole entry, looked up): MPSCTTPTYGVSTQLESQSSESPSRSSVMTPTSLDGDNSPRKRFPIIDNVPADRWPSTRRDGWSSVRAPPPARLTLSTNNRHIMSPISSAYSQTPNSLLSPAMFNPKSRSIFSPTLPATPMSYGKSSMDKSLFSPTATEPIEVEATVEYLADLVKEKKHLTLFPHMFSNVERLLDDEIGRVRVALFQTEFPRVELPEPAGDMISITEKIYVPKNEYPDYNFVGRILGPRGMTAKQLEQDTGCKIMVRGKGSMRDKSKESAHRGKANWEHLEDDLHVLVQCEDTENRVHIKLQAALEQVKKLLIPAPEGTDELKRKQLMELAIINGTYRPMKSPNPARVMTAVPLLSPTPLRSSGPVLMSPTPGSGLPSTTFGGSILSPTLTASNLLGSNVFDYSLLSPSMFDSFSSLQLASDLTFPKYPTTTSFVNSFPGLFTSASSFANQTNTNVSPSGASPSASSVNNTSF
PME-1 primary: blocks human protein phosphatase methylesterase 1. Q9Y570. recombinant PME-1, FP-Rh probe fluorescence polarization. inhibition, % at 5.9 µM. hit rate 0.53% among 320,000;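 active = inhibition above the campaign mean of all compounds plus 3 SD, cut at about 26% in these data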;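 also: competitive labeling of PME-1 active site by serine hydrolase directed probe; 0% = PME-1 with DMSO and 100% = wells lacking PME-1 enzyme; inhibitors block probe labeling so polarization falls and inhibition rises; many of its hits are not listed in these tables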
TPT1 inh: C. albicans TPT1 enzyme inhibition. recombinant caTPT1, FP RNA substrate dephosphorylation. inhibition, % at 5 µM. hit rate 0.81% among 300,000. AID 1962;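 active = inhibition above the mean of all tested compounds plus 3 SD, set per screening campaign, cut at about 24% in these data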;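 also: plate controls were DMSO alone for no effect and ferristatin control at 100 nM for full effect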
* = called active by the depositor; u = inconclusive; x = no result given; + = active, no number. Some of the compounds tested; the hit share may differ from the screen's.

SMILES	GSTO1 counter	Bcl-xL primary	MEX-5 binding	MCL1-BIM inh	PAD4 FP inh	Fam108B counter	GLD-1 TGE inh	PME-1 primary	TPT1 inh
Cc1noc(C)c1S(=O)(=O)Nc1ccc(C(=O)Nc2ccc(OC(F)(F)F)cc2)cc1	-1	2	1.1	1	3	-4	6	-7	-3
CCCn1ncc(CN2CCC(CO)(CC3CCCCO3)CC2)c1C (configuration not stated)	6	0	-1.6	8	1	3	-4	-4	0
O=C(Cc1cccs1)Nc1nc(-c2cccnc2)cs1	12	9	-2.3	19	-5	-2	-6	0	7
O=C(O)c1cccc(NS(=O)(=O)c2cc(S(=O)(=O)c3ccc(Cl)cc3)ccc2Cl)c1	15	8	0.0	4	-8	-1	-9	8	0
CS(=O)(=O)N(CCC#N)Cc1ccc(C=O)o1	1	4	-1.5	6	3	1	5	-1	-1
CC(C)(C)NCc1ccccc1OCc1cccs1	-8	1	1.0	-1	0	2	5	-3	0
CCc1cc(=O)oc2cc(C)cc(OCC(=O)NCCCn3ccnc3)c12	4	4	1.9	6	4	5	4	-4	-1
COC(=O)C1=C(C(=O)OC)[C@@H]2N(Cc3ccccc3)c3ccccc3[C@@]23C[C@@H](C(=O)OC)N(C(=O)c2ccc(Br)cc2)C3=N1	-5	-3	1.1	-3	2	5	0	-1	-1
CCN(C(=O)COC(=O)c1cc(-c2ccc3cc(OC)ccc3c2)nc2ccccc12)C1CCS(=O)(=O)C1 (configuration not stated)	3	-1	1.4	-4	1	-9	2	-4	4
Cc1cc(NC(=O)CSc2nnnn2-c2cc(Cl)ccc2C)no1	0	-5	2.0	-3	1	-5	-5	11	0
O=c1cc(C(F)(F)F)[nH]c(=O)n1C1CCCCC1	-1	5	-1.5	0	1	1	3	-4	-3
c1ccc(SCCOCCN2CCc3ccccc3C2)cc1	6	3	0.6	-1	6	1	-3	11	-1
c1ccc(CCn2nnnc2C(c2cccnc2)N2CCN(c3ccccc3)CC2)cc1 (configuration not stated)	6	2	1.2	0	2	4	-4	8	-2
O=C(OCC(=O)N1CCCC1=O)C1CCN(S(=O)(=O)c2ccc(Cl)c(C(F)(F)F)c2)CC1	x	-7	x	-4	-7	x	-7	8	x
N=C1S/C(=C\c2ccco2)C(=O)N1c1nccs1	11	8	-0.9	23	-1	5	2	3	0
Cc1ccc(S(=O)(=O)C2(C(=O)N3CCN(c4ccccc4F)CC3)CC2)cc1	0	0	0.1	-1	1	6	-3	4	1
CC1CN(C(c2cccs2)c2sc3ncnn3c2O)CC(C)O1 (configuration not stated)	2	-2	0.2	-2	1	1	2	-1	1
Cn1ccc(NC(=O)Nc2cccc(C(F)(F)F)c2)n1	1	8	-1.3	4	2	2	-4	6	1
CCOC(=O)c1ccc(N2CN(C3CCCCC3)CNC2=S)cc1	2	4	1.0	7	0	1	4	-2	3
CCOc1ncccc1C(=O)N=C1SCCN1C(=O)c1cccnc1OCC	1	9	0.9	8	-1	-1	0	-2	-4
O=C1OCC/C1=C\c1ccc(O)cc1	5	-2	-0.4	0	-3	-2	7	-7	2
O=C(c1ccc(Cn2cc(Br)cn2)cc1)N1N=C(C(F)F)CC1(O)C(F)F (configuration not stated)	2	-7	0.0	-13	-3	4	-5	1	-1
O=C(c1cc2nc(-c3ccccc3)cc(-c3ccccc3)n2n1)N1CCCC1	4	11	-2.2	13	-3	1	1	-2	-5
CC1(C)C2CCC1(CS(=O)(=O)N1CCOCC1)C(=O)C2 (configuration not stated)	-1	6	-3.8	5	1	-1	-3	-9	-3
Cc1ccccc1OCC(=O)N/N=C/c1ccc(Sc2nc3ccccc3s2)o1	-1	5	-0.6	6	-2	-6	4	0	-3
CS(=O)(=O)Nc1nc2n(n1)C(c1ccc(F)cc1)CC(c1ccccc1)N2 (configuration not stated)	6	9	3.1	1	0	-2	0	-3	0
COc1ccc(CNC(=O)CN(Cc2ccc(OC)cc2)C(=O)c2csnn2)cc1	18	8	1.8	3	-4	1	-2	-5	-3
Cc1ccc(C)c(N2CCN(C(=O)Cn3cccc3)CC2)c1	-1	-2	1.7	-1	-4	0	1	5	-3
c1ccc(-c2ccc(C3CCCN3)cc2)cc1 (configuration not stated)	5	3	1.0	8	-1	-1	-1	33*	0
CCCCCCCCNC(=O)c1cnsn1	3	3	-3.2	12	-2	5	0	-1	-5
COC(=O)c1sc(NC(=O)c2ccc(C)o2)nc1C	-1	5	-0.5	3	3	2	-2	5	0
CNc1ccccc1C(=O)OC(C)C(=O)Nc1ccc(S(=O)(=O)N2CCCC2)cc1 (configuration not stated)	4	4	-0.5	0	-3	3	5	2	3
CC(=O)Nc1c(O)nc(SCC(=O)Nc2c(C)cccc2C)[nH]c1=O	10	5	-0.4	7	0	-1	1	1	-2
Cc1noc(C)c1COC(=O)/C=C/c1ccccc1Cl	-11	-1	1.9	-5	3	1	3	5	-1
O=C(Nc1ccccc1N1CCN(c2ccccc2)CC1)C1CCCCC1	-2	3	1.1	5	2	1	1	0	-1
O=C(c1cc(-c2ccco2)on1)N1CCCc2ccccc21	-2	0	4.0	-6	-5	-1	-6	-4	9
CC(C)CN(C(=O)Cn1ccccc1=O)C1CCS(=O)(=O)C1 (configuration not stated)	x	5	x	3	-1	x	1	-3	x
Cc1ccc2oc(=O)n(CC(=O)c3ccc(F)cc3)c2c1	-5	2	0.2	-2	4	0	-1	3	-1
COC(=O)c1cc(S(=O)(=O)N2CCC(C(N)=O)CC2)oc1C	8	3	2.0	7	1	1	-1	-2	-3
CCOc1cc2[nH]c(=S)n(CCCCC(=O)NCc3ccco3)c(=O)c2cc1OCC	-8	-7	0.2	-1	-2	-10	5	0	4
CCCc1c(C(=O)N/N=C/c2ccccc2OCc2ccc(F)cc2)nnn1-c1nonc1N	0	7	-1.6	5	0	1	-2	-4	-1
COc1ccccc1N1CCN(S(=O)(=O)c2cc(-c3cc(C)no3)ccc2C(C)C)CC1	-1	2	4.1	1	-2	-2	-8	-2	-2
O=C(O)C(c1ccccc1)C1(O)CCCCC1 (configuration not stated)	0	1	-2.5	-7	1	0	5	3	-4
CCCN1CCN(C(=O)Nc2ccc(OCC)cc2)CC1	-2	0	1.0	-1	-6	-1	-111	4	4
O=C(Cc1cc(=O)[nH]c(=O)[nH]1)NCCN1CCOCC1	5	16	-3.1	23	11	-10	28	-3	-6
Cc1ccc(OC(=O)C(C)c2cccc(C(=O)c3ccccc3)c2)cc1 (configuration not stated)	-6	0	-1.4	-2	-7	0	-12	0	2
CCCN1CCc2c(sc3nc(SC)n(-c4ccccc4)c(=O)c23)C1	5	27	-6.7	11	-4	-1	2	-7	19
COc1ccc(C(=O)Nc2nc(N)n(-c3ccccc3)n2)cc1OC	-1	3	1.1	9	-5	-1	-4	-2	-2
Cc1ccc(S(=O)(=O)N2CCCCC2)cc1NC(=O)C1=NN(c2ccccc2)C(=O)CC1	x	6	x	6	0	x	2	5	x
CCOc1cccc2sc(=NC(=O)CCS(=O)(=O)c3ccccc3)n(CC)c12	11	0	2.5	4	5	-3	-3	-1	-1
COC(=O)C(C)Oc1ccc(Oc2nc(Cl)ccc2Cl)cc1 (configuration not stated)	7	1	1.0	2	3	2	6	1	-1
O=C(c1cc2ccccc2oc1=O)N(Cc1cccs1)C1CCS(=O)(=O)C1 (configuration not stated)	0	7	-0.1	0	-3	1	-1	-5	2
COc1cc(NS(=O)(=O)c2ccc(-c3ccc(=O)[nH]n3)o2)cc(OC)c1OC	9	-1	0.2	-1	-1	-1	-4	-7	1
Cc1nc2nc(-c3ccc(F)cc3)cn2nc1C	0	4	0.4	4	1	-3	-4	-3	-2
CNC(=O)c1cn(-c2ccccc2)c(=O)c2ccccc12	4	72*	-0.5	41*	2	5	72*	-6	-2
COc1ccc(Cn2nnnc2CN2CCC(O)(c3ccccc3F)CC2)cc1	19	-4	-0.4	1	-5	-1	-9	7	0
CCC1CCCCN1CC(O)Cn1c2ccccc2n2c(=O)cc(C)c(C#N)c12 (configuration not stated)	-7	8	0.2	12	-1	-4	-1	5	3
O=C(NCC(c1ccc(F)cc1)N1CCOCC1)c1ccc(C(=O)c2ccccc2)cc1 (configuration not stated)	1	0	0.4	7	-5	-3	-2	-3	1
CCOc1ccc2nc(N3CCC(C(=O)NCCCN4CCOCC4)CC3)sc2c1	-6	2	-0.1	-1	-2	-1	-3	5	2
O=C(COc1ccccc1[N+](=O)[O-])Nc1cccc(Cl)c1N1CCOCC1	0	3	1.5	1	2	1	8	12	1

New compounds follow
SMILES	GSTO1 counter	Bcl-xL primary	MEX-5 binding	MCL1-BIM inh	PAD4 FP inh	Fam108B counter	GLD-1 TGE inh	PME-1 primary	TPT1 inh
O=C(COc1cc2oc(=O)c3c(c2cc1Cl)CCCC3)NCC1CCC(C(=O)O)CC1 (configuration not stated)	0	7	-1.7	-1	6	0	3	-2	-2
CCc1ccc(CSc2nccn2-c2ccccc2)cc1	4	2	-4.7	9	-4	-2	-2	-1	0
Cc1ccc2c(c1)[nH]c1c(=O)n(Cc3ccccn3)cnc12	-3	3	-1.9	5	2	-9	9	3	-4
COc1ccc(/C=N/NC(=O)CN(C)C(=O)OCc2ccccc2)cc1OC	-7	3	-1.8	4	-1	1	3	-4	-2
O=C1CCCC(=O)C1C(c1ccc(Cl)cc1)C1C(=O)CCCC1=O	x	4	x	5	0	x	8	-4	x
Cc1ccc(NS(=O)(=O)c2ccc(Cl)c(C(=O)Nc3ccccc3-c3nc4ccccc4[nH]3)c2)cc1C	-55	7	-0.7	6	-11	-15	8	-116	1
CSc1sccc1/C=N/O	3	6	-1.9	6	4	0	4	5	-1
O=C(Oc1c(Cl)cc(Cl)c2cccnc12)N1CCOCC1	-3	3	0.7	8	-4	2	-3	1	0
CCNc1nc(C)nc2c1oc1ccccc12	3	6	x	3	1	3	7	-1	-1
O=c1c2c3c(sc2nc2n1CCCCC2)C(O)CCC3 (configuration not stated)	5	4	1.0	2	0	7	3	9	6
COc1ccc(-c2ccc(=O)n(CC(=O)Nc3nnc(C(C)C)s3)n2)cc1OC	-10	4	-0.5	-3	1	-2	10	-4	2
Cc1c(Cl)cccc1NC(=O)CCN1CCC(C(N)=O)CC1	4	-1	0.5	-6	0	-2	1	-4	-1
Cc1cc(NC(=O)C2=C(O)c3ccccc3S(=O)(=O)N2C)no1	0	1	-2.4	14	-7	0	6	1	-3
CCNc1ccc2noc3c2c1C(=O)c1ccccc1-3	94*	175*	u	+	112*	115*	192*	111*	-37
CCOC(=O)Cc1cnc(NC(=O)CSc2nc(C(C)C)cc(=O)[nH]2)s1	6	-6	-2.0	-12	-3	-3	-4	-2	2
CCOC(=O)c1cn(CC)c2ccc(S(=O)(=O)N3CCC(C)CC3)cc2c1=O	3	-4	2.2	-1	-1	-2	2	2	2
COCCNC(=O)CSc1nc2ccc(N3CCOCC3)cc2c(=O)n1CCc1ccccc1	25	9	0.0	9	-4	6	12	3	-2
CN1CCN(S(=O)(=O)c2ccc(SCCOc3ccccc3)nc2)CC1	2	5	1.1	7	-1	-4	-1	4	-6

Screening results from PubChem.
